GPR151 ag – activators of human GPR151; Q8TDV0; PathHunter beta-arrestin GPR151 cells, luminescence; activation, % at 11.2 µM; 1% of 650,000 active; AID 1508602; in the data active = activation above about 4.9%;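 note: 0% = median of compound wells and 100% = cells with positive control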
Target sequence (Q8TDV0 whole entry, looked up): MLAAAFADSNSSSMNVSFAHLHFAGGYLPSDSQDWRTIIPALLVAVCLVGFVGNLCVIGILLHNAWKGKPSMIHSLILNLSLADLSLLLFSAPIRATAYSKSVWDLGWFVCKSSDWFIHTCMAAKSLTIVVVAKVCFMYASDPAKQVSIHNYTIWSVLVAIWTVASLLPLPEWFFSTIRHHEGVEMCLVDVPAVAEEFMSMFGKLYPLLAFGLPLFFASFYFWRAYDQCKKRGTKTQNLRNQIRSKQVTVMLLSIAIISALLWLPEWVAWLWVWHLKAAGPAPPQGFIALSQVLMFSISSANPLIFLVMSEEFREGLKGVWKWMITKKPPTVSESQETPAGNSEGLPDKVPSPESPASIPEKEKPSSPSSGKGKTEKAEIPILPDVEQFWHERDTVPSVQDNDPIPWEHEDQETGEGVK
FBW7 activator – activators of human E3 ligase FBW7; AlphaScreen FBW7–phospho-cyclin E peptide binding, activator screen; normalized activity (activation), % at 26.1 µM; 0.13% of 650,000 active; AID 1259310; in the data active = normalized activity above about 1.9%;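 note: purified mutant Fbw7 with reduced substrate affinity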
MITF inh – inhibitors of human MITF | O75030 | AlphaScreen MITF homodimerization, bead proximity signal | inhibition, % at 2.6 µM | 0.91% of 650,000 active | AID 1259374; in the data active = inhibition above about 50%;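 note: 0% = vehicle wells with protein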
Target sequence (O75030 whole entry, looked up): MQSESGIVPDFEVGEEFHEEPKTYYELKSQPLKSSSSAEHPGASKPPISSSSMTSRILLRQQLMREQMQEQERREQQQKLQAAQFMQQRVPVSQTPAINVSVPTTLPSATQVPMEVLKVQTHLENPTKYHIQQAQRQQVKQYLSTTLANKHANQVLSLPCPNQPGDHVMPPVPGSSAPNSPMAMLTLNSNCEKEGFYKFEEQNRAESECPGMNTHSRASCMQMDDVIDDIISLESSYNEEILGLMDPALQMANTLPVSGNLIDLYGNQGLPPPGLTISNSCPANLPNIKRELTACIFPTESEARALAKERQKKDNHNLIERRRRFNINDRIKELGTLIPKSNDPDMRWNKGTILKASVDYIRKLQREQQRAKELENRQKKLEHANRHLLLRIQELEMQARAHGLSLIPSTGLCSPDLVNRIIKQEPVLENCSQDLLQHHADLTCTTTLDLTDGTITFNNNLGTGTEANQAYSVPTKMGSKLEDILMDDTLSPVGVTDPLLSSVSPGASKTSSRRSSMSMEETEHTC
TEAD-YAP block – TEAD-YAP interaction inhibition | HEK-TIYL cells, TEAD-Gal4/YAP UAS-luciferase luminescence | inhibition, % at 9.12 µM | 1.4% of 640,000 active | AID 1259422; in the data active = inhibition above about 32%;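 note: 0% = median of test compound wells and 100% = reference inhibitor wells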
* marks the source's active call; other numbers are inactive results.

Short keys: A = GPR151 ag; B = FBW7 activator; C = MITF inh; D = TEAD-YAP block
CCOC(=O)c1c(-c2ccccc2)oc2ccc(OC(=O)C(C)(C)C)cc12
  A: -0.9	B: 0.6	C: 1.0	D: -10.0

O=C(Nc1ccc2nc(SCC(=O)N3CCOCC3)sc2c1)C1CCCCC1
  A: 0.4	B: 0.1	C: -2.1	D: -14.0

Cc1ccc(C(C)C)c(Oc2ccc(N3C(=O)C4C5CCC(C5)C4C3=O)cc2)c1 (centres undefined)
  A: 0.6	B: -0.2	C: -3.3	D: -1.0

CCOC(=O)c1cccc(N(Cc2ccccc2)S(=O)(=O)c2ccc(C(C)C)cc2)c1C
  A: -1.1	B: 0.6	C: 19.5	D: 8.5

COc1ccc(Cn2c(=S)[nH]c3cc(C(=O)O)ccc3c2=O)cc1
  A: -0.1	B: 0.1	C: 18.9	D: -3.6

Cc1ccc(-[n+]2noc(=O)[nH]2)cc1
  A: -0.3	B: 0.0	C: 5.7	D: 14.1

c1ccc(Cc2nnc3n2CCN(Cc2ccc4nccnc4c2)CC3)cc1
  A: 1.1	B: -0.1	C: 6.7	D: 5.9

CC(C)C(=O)Nc1ccc(S(=O)(=O)NCCCN2CCOC(c3ccccc3)C2)cc1 (centres undefined)
  A: 0.7	B: 0.0	C: -0.4	D: 6.4

COc1ccc(N(CC(=O)Nc2ccc(F)c(F)c2)S(C)(=O)=O)cc1Cl
  A: 1.1	B: 0.1	C: 5.0	D: 7.0

O=C(Nc1cccc(F)c1)/C(=C/c1cccc([N+](=O)[O-])c1)NC(=O)c1cccc(Cl)c1
  A: -0.4	B: 0.4	C: 6.0	D: -3.4

CC1=C(C(=O)N2CCOCC2)C(c2ccc([N+](=O)[O-])cc2)n2c(nc3ccccc32)N1 (centres undefined)
  A: -1.7	B: -0.1	C: -14.7	D: 4.0

CCOC(=O)C1=C(C)N=c2s/c(=C\c3ccc(OCc4ccc(Cl)cc4Cl)cc3)c(=O)n2C1c1ccc2c(c1)OCO2 (centres undefined)
  A: 0.5	B: -0.1	C: -17.6	D: -4.1

COc1nonc1-n1nnc(C(=O)c2ccccc2)c1C
  A: -0.9	B: 1.4	C: 14.7	D: -1.2

O=C1CC(N2CCN(c3ccccn3)CC2)C(=O)N1c1ccc(OC(F)(F)Cl)cc1 (centres undefined)
  A: -0.3	B: 0.0	C: 5.1	D: -4.1

CCCCNCc1ccc(OCC(O)CN2CCc3ccccc3C2)cc1 (centres undefined)
  A: 1.2	B: 0.1	C: -1.8	D: 11.4

CC(C)(C)c1cn(-c2ccc(Cl)cc2)c(=S)[nH]1
  A: -0.7	B: -0.1	C: 13.4	D: -2.9

Cc1cnc(CNc2cc(-c3cncc(-c4ccc(Cl)cc4)c3)nc(C)n2)cn1
  A: -1.1	B: 0.3	C: 7.4	D: -8.5

CCN(Cc1ccccc1)C(=O)CCc1nnc(CCc2ccc(OC)cc2)o1
  A: -1.8	B: 0.0	C: -5.5	D: -42.9

COc1c(C(=O)NCc2ccc3c(c2)OCO3)ccc2ccccc12
  A: -1.8	B: -0.1	C: -7.1	D: 4.5

CCC(C)Sc1ncnc2c1c(-c1ccccc1)cn2-c1cccc(F)c1 (centres undefined)
  A: 1.8	B: 0.2	C: 23.3	D: -1.1

Cc1ncc2c(c1CNC(=O)/C=C/c1cccs1)CCN(C(=O)CN(C)C)C2
  A: 0.1	B: -0.1	C: 18.2	D: 5.5

COc1ccc2cc(CCNC(=O)c3ccc([N+](=O)[O-])cc3)c(=O)[nH]c2c1
  A: 2.6	B: 0.0	C: 1.9	D: 1.9

CN(C)CCNC(=S)Nc1ccc(Cl)cc1
  A: 1.5	B: 0.0	C: 3.0	D: -9.8

COc1cc(OC)nc(Oc2ccc(NC(C)=O)cc2)n1
  A: 1.0	B: 0.0	C: -8.0	D: -9.8

CC(C)n1cnc2c(Nc3ccc4c(c3)OCO4)nc(N3CCC(N4CCOCC4)CC3)nc21
  A: 2.3	B: -0.3	C: 11.1	D: 0.2

Part of the list above, as a markdown table.
| Compound | GPR151 ag | FBW7 activator | MITF inh | TEAD-YAP block |
| --- | --- | --- | --- | --- |
| COc1nonc1-n1nnc(C(=O)c2ccccc2)c1C | -0.9 | 1.4 | 14.7 | -1.2 |
| O=C1CC(N2CCN(c3ccccn3)CC2)C(=O)N1c1ccc(OC(F)(F)Cl)cc1 (centres undefined) | -0.3 | 0.0 | 5.1 | -4.1 |
| CCCCNCc1ccc(OCC(O)CN2CCc3ccccc3C2)cc1 (centres undefined) | 1.2 | 0.1 | -1.8 | 11.4 |

Next compounds follow:
Short keys: A = GPR151 ag; B = FBW7 activator; C = MITF inh; D = TEAD-YAP block
Cc1cccc2cc(C#N)c(NCCNC(=S)NCCCN3CCOCC3)nc12
  A: -1.3	B: 0.7	C: 24.3	D: -2.0

O=C(NC1(C(F)(F)F)NC(=O)N(Cc2ccco2)C1=O)c1ccncc1 (centres undefined)
  A: -0.6	B: 0.0	C: 4.3	D: -15.0

Cc1nccn1S(=O)(=O)c1cc(Br)ccc1Br
  A: -1.1	B: -0.1	C: 14.1	D: 0.5

COc1ccccc1C(=O)N/C(=C\c1ccc2c(c1)OCO2)C(=O)NCCOC(C)=O
  A: 0.2	B: 0.0	C: 14.7	D: -7.9

O=C(Nc1cccc(Cl)c1)c1cccc(-n2cnnn2)c1
  A: -0.2	B: 0.7	C: 12.9	D: 9.7

CCN1CCN(CCNc2cc(C)nc3c(-c4ccc(OC)c(OC)c4)c(C)nn23)CC1
  A: -0.1	B: -0.2	C: 9.7	D: 6.8

Cn1c(=O)[nH]c(=O)c2c1nc(SCC(=O)O)n2CC(O)COc1ccc(Cl)cc1 (centres undefined)
  A: 0.1	B: -0.1	C: -13.1	D: -3.6

Cc1ccc(/C=C/C(=O)Nc2ccc(F)cc2)o1
  A: 0.0	B: 0.4	C: 3.5	D: -68.6

Cc1c(Cl)cccc1-n1c(SCC(=O)NCc2ccccc2)nc2n[nH]c(C)c2c1=N
  A: 1.4	B: -0.1	C: 3.9	D: -10.7

CCSC1=NCCN1S(=O)(=O)c1ccc(Cl)cc1
  A: 1.1	B: 0.1	C: 7.0	D: 8.8

COCc1cc(=O)n2[nH]c(-c3ccccc3)c(-c3ccccc3)c2n1
  A: 2.8	B: -0.1	C: -0.9	D: 1.0

COc1ccc(C(=O)c2c(C)oc3ccc(OC)cc23)cc1
  A: 1.5	B: 0.0	C: 17.7	D: -3.9

CC(C)c1ccc(-c2cc(C(=O)Nc3sc4c(c3C(N)=O)CCCC4)c3ccccc3n2)cc1
  A: 1.1	B: 0.1	C: 1.6	D: -1.1

CCCCNC(=O)Nc1ccc(SC#N)cc1
  A: 0.6	B: 0.3	C: 14.5	D: -9.6

CCCCCCSc1nc(C)cc(COC)c1C#N
  A: -1.0	B: 0.0	C: -2.0	D: -8.7

O=S(=O)(NCCc1csc(-c2ccc(F)cc2)n1)c1ccc(F)cc1F
  A: -0.8	B: 0.1	C: 8.3	D: 3.0

Cc1cc(Cl)ccc1NC(=O)N[C@H]1C[C@H]2C(=O)N[C@H](Cc3ccccc3)C(=O)N2C1
  A: -2.0	B: -0.3	C: -4.5	D: 1.9

CCOc1cccc2c1OC(c1ccc(OC)cc1)N1N=C(c3ccco3)CC21 (centres undefined)
  A: -0.7	B: 0.3	C: 22.0	D: -55.1

CC(C)(C)C(=O)COC(=O)[C@@H]1CC(O)CN1S(=O)(=O)c1ccc(F)cc1 (some centres undefined)
  A: 1.7	B: -0.1	C: 59.8*	D: 13.5

Cc1ccc(C(=O)N/C(=C/c2ccco2)C(=O)Nc2ccc(Br)cc2)cc1
  A: 1.0	B: -0.1	C: 13.0	D: -6.5

COC(=O)Nc1ccc(S(=O)(=O)Nc2ccccc2F)cc1
  A: 0.3	B: 0.1	C: 14.9	D: -11.2

COc1cc(NC(=O)c2c(-c3ccccc3Cl)noc2C)c(OC)cc1Br
  A: -0.9	B: -0.3	C: -1.0	D: 13.4

CCc1ccc(-c2nc3cc(NC(=O)c4ccccc4F)ccc3o2)cc1
  A: 0.9	B: 0.1	C: -4.3	D: -20.4

O=C(CSc1nc(-c2ccccc2)cn1-c1ccc(Br)cc1)c1cccs1
  A: 0.3	B: 0.1	C: 1.9	D: 19.7

O=C(c1nc2sccn2c1CN1CCC(OCc2ccccn2)CC1)N1CCCC1
  A: 0.4	B: -0.1	C: 8.3	D: 5.4

Short keys: A = GPR151 ag; B = FBW7 activator; C = MITF inh; D = TEAD-YAP block
COc1cc(NC(=O)c2c(-c3ccccc3Cl)noc2C)c(OC)cc1Cl
  A: 0.0	B: 0.2	C: 0.6	D: 3.3

CCCCC(=O)n1ccn(S(=O)(=O)c2ccc(C)cc2)c1=O
  A: -2.2	B: 0.2	C: 31.7	D: 7.6

CCNc1ccc(S(=O)(=O)N2CCCCC2)cn1
  A: -0.7	B: 0.1	C: -5.1	D: -8.2

CNc1ccc(S(=O)(=O)NCC(=O)NCc2ccc(F)cc2)cc1[N+](=O)[O-]
  A: -0.7	B: 0.0	C: 0.5	D: 7.0

COc1ccccc1N1CCN(C(=O)CN(c2ccc(Cl)cc2)S(C)(=O)=O)CC1
  A: 0.2	B: 0.0	C: -3.2	D: 10.6

COc1ccc(-c2noc(CCC(=O)N(C)C)n2)cc1OC
  A: 2.5	B: -0.1	C: 11.2	D: -0.4

O=C(Cc1ccccc1)Nc1nnc(-c2cccc([N+](=O)[O-])c2)s1
  A: -0.4	B: 0.4	C: 17.2	D: 6.6

Cc1cc(C)n2ncc(C(=O)NC(C)C)c2n1
  A: -0.7	B: 0.1	C: 8.7	D: 3.7

C1=c2ccccc2=C2C1=Nc1ccccc12
  A: 3.6	B: 0.2	C: 0.8	D: 1.6

CN(C)CCNC(=S)Nc1ccc(SC(F)F)cc1
  A: 3.1	B: -0.2	C: 33.4	D: 1.9

Nc1c(S(=O)(=O)c2ccccc2)sc2nc3c(cc12)CCCC3
  A: -0.9	B: 0.7	C: 16.4	D: 3.2

COC(=O)c1sc(NC(=O)c2cc3ccccc3c(=O)o2)c(C(=O)OC)c1C
  A: -0.5	B: 0.1	C: 14.6	D: -8.0

c1ccc2c(CN3CCN(Cc4c[nH]c5ccccc45)CC3)cccc2c1
  A: 0.6	B: 0.0	C: 74.5*	D: 17.5

CCOc1ccc2c(C)cc(=O)oc2c1I
  A: 2.5	B: 0.1	C: 15.4	D: 9.5

CCOC(=O)c1c(NC(=O)c2cc(Cl)ccc2Cl)sc2c1CCCC2
  A: -0.5	B: 0.0	C: -3.7	D: -9.6

O=C(/C=C/c1ccc([N+](=O)[O-])cc1)n1nnc2ccccc21
  A: 2.0	B: 0.0	C: 0.5	D: 6.1

O=C(O)COc1ccccc1/C=N\NC(=O)c1ccc(=O)[nH]n1
  A: 0.4	B: 0.0	C: 11.1	D: 2.5

COc1ccc(NC(=O)CCC2CCCC2)c([N+](=O)[O-])c1
  A: 0.1	B: -0.5	C: -1.4	D: -55.6

COc1cc(OC)cc(-c2nc(-c3cccc(C)c3)no2)c1
  A: 0.7	B: -0.1	C: 6.5	D: -5.5

CCCCN1CN=C(Nc2nc(C)c3ccccc3n2)NC1
  A: 0.3	B: 0.0	C: -2.9	D: 7.6

O=c1c(Cl)c(O)c2cccc3c4ccccc4n1c23
  A: -0.3	B: 0.0	C: 15.4	D: -1.0

COc1ccc(C(=O)NCCC23CC4CC(CC(C4)C2)C3)cc1
  A: -0.5	B: 0.2	C: 8.8	D: -49.9

CNC(=O)C(=O)NCC1OCCCN1S(=O)(=O)c1ccc(OC)c(OC)c1 (centres undefined)
  A: 0.6	B: -0.1	C: -0.7	D: -5.2

CC1CCN(C(=O)c2cccc(N3C(=O)C4C5C=CC(C5)C4C3=O)c2)CC1 (centres undefined)
  A: -0.7	B: 0.0	C: 4.7	D: -3.6

O=[N+]1C=C(c2cccs2)N([O-])C2CCCCC21 (centres undefined)
  A: 0.7	B: -0.1	C: 11.1	D: -17.9

Short keys: A = GPR151 ag; B = FBW7 activator; C = MITF inh; D = TEAD-YAP block
CC(C)CCNc1cnn(C23CC4CC(CC(CC(=O)O)(C4)C2)C3)c(=O)c1Cl
  A: -0.7	B: 0.2	C: 17.1	D: -1.2

O=c1[nH]c(O)c(C=Nc2cccc(O)c2)c(=O)[nH]1
  A: 0.3	B: -0.2	C: 3.3	D: -8.5

CNC(=O)C1CN(CCOc2ccc(F)cc2)CCN1C(=O)c1ccncc1 (centres undefined)
  A: -0.7	B: -0.2	C: -11.1	D: -3.5

O=C1OC(=NC2CCCCC2)c2cccc3cccc1c23
  A: 0.7	B: -0.1	C: 1.5	D: 4.1

N#CC1=C2SCN(Cc3ccccc3)CN2C(=O)CC1c1ccccc1[N+](=O)[O-] (centres undefined)
  A: 2.0	B: -0.1	C: 8.4	D: 6.9

C=CCOC(=O)C1=C(C)N=c2s/c(=C/c3ccco3)c(=O)n2C1c1ccc(OC)cc1 (centres undefined)
  A: 0.2	B: -0.2	C: -23.8	D: 6.7

Five records picked at random from the list so far, as already listed:
Short keys: A = GPR151 ag; B = FBW7 activator; C = MITF inh; D = TEAD-YAP block
O=C1OC(=NC2CCCCC2)c2cccc3cccc1c23
  A: 0.7	B: -0.1	C: 1.5	D: 4.1

C=CCOC(=O)C1=C(C)N=c2s/c(=C/c3ccco3)c(=O)n2C1c1ccc(OC)cc1 (centres undefined)
  A: 0.2	B: -0.2	C: -23.8	D: 6.7

CNC(=O)C1CN(CCOc2ccc(F)cc2)CCN1C(=O)c1ccncc1 (centres undefined)
  A: -0.7	B: -0.2	C: -11.1	D: -3.5

O=c1[nH]c(O)c(C=Nc2cccc(O)c2)c(=O)[nH]1
  A: 0.3	B: -0.2	C: 3.3	D: -8.5

CC(C)CCNc1cnn(C23CC4CC(CC(CC(=O)O)(C4)C2)C3)c(=O)c1Cl
  A: -0.7	B: 0.2	C: 17.1	D: -1.2

Screening data deposited in PubChem BioAssay by The Scripps Research Institute Molecular Screening Center.
